All columns: NCI-60 one-dose screen, growth in % after 48 h at 10 µM unless noted; 100 = growth as untreated, 0 = no growth, -100 = all killed.
T-47D = T-47D breast cancer. 79,000 tested, 5% active. AID 1794792
MCF7 = MCF7 breast cancer | 82,000 tested, 6.3% active | AID 1794796
LOX IMVI = LOX IMVI melanoma; AID 1794757; 79,000 tested, 7.4% active
SK-MEL-2 = SK-MEL-2 melanoma. AID 1794763. 77,000 tested, 4.7% active
MDA-MB-231 = MDA-MB-231 breast cancer | AID 1794789 | 81,000 tested, 5% active
BT-549 = BT-549 breast cancer. 78,000 tested, 4.4% active. AID 1794793
HS 578T = HS 578T breast cancer; AID 1794788; 78,000 tested, 4.1% active
MALME-3M = MALME-3M melanoma; 78,000 tested, 5.8% active; AID 1794766
Numbers without * were called inactive; x = no result given. How the source made its calls: active means growth percent below 10; inactive means the rest.

No.	Molecule	T-47D	MCF7	LOX IMVI	SK-MEL-2	MDA-MB-231	BT-549	HS 578T	MALME-3M
1	O=C(Nc1ncc(Cc2cc(C(F)(F)F)ccc2Cl)s1)C(=S)N1CCOCC1	74	82	90	104	87	99	93	93
2	COc1ccc(/C=N/NC(=O)c2cnn3c2NC(c2ccccc2)C3)cc1OC (stereo unspecified)	56	30	56	42	66	42	68	76
3	Cc1ccccc1N=Nc1ccc2c(S(=O)(=O)O)cccc2c1O	93	97	101	99	101	110	97	103
4	Cc1nnc(Nc2nc(O)c(C3=c4cc(Cl)ccc4=NC3=O)s2)s1	91	85	92	118	119	97	104	94
5	C/C(=N\NC(N)=O)c1ccc(Cl)cc1	x	101	103	100	104	x	80	101
6	CCCCc1ccc(N2CCC(=S)NC2=S)cc1	96	96	96	103	106	98	106	106
7	COc1cc(C2CC(=O)Nc3c2c(C)nn3-c2nc3ccccc3[nH]2)cc(OC)c1O (stereo unspecified)	83	57	55	-7.5*	7.8*	46	8.4*	47
8	Cc1ncc(C(=O)Nc2ccc(CN3CCN(C)CC3)c(C(F)(F)F)c2)cc1C#Cc1cnc(N)c2ncccc12	51	-59*	-3.6*	-30*	-79*	42	24	-79*
9	CCCCCCN(CCOC(=O)c1ccc([N+](=O)[O-])cc1)CCOC(=O)c1ccc([N+](=O)[O-])cc1	100	98	95	106	103	97	103	x
10	C=CCNc1nc2cc3c(C)c(CC)c(=O)oc3c(C)c2o1	83	90	86	85	101	106	99	84
11	Cc1ccc(-c2csc(C3=C(O)CN(NC(=O)c4cccs4)C3=N)n2)cc1	96	143	98	107	104	139	113	100
12	COc1ccc(OC)c(Nc2n[nH]c(Cc3ccccc3)n2)c1	102	98	93	97	90	96	95	99
13	CN(CCSSCCN1CCOCC1)C(=O)Oc1cc2c(c3ccccc13)[C@H](CCl)CN2C(=O)c1cc2cc(OCCCN3CCC3)ccc2[nH]1	-42*	-61*	-73*	-84*	-24*	-52*	-17*	-79*
14	COC(=O)[C@@H]1CCCN1C(=O)C1CCCN1C(=O)[C@H](Cc1ccccc1)NC(=S)Nc1cc(C(F)(F)F)cc(C(F)(F)F)c1 (stereo partly specified)	74	83	81	94	75	101	93	111
15	COc1ccc(CSc2nnc(-c3ccc(Cl)cc3)n2-c2ccccc2)cc1	79	94	97	101	94	108	84	95
16	COc1cc2oc(-c3cccc(NC(=O)c4cccc(N)c4)c3)cc(=O)c2c(OC)c1OC	61	77	65	106	69	95	95	93
17	S=C(Nc1ccccc1)c1ccccc1	113	97	108	108	110	118	97	x
18	N#Cc1c(-c2ccccc2)nc(SCC(=O)Nc2nc(-c3ccc(Cl)cc3)cs2)[nH]c1=O	82	92	100	92	120	94	89	129
19	COc1cccc(-n2cc(C#N)c(N)c2C(=O)c2ccc(Br)cc2)c1	68	86	x	99	95	102	100	98
20	C=CC1(C)C(O[Si](C)(C)C(C)(C)C)CC2C3OC(=O)NC31c1cccc3c1[C@H](C(=O)N3C)C2(C)C (stereo partly specified)	24	28	63	67	43	54	79	64
21	CCCCCOc1ccc(/C=N/Nc2cc(C)nc3ccc(Cl)cc23)cc1	69	-74*	-97*	93	-77*	103	51	-64*
22	O=C(O)C(Cc1cccs1)c1cccs1 (stereo unspecified)	99	94	104	102	113	101	108	123
23	N#Cc1c(-c2cccnc2)nc(SCCCCC(=O)NO)[nH]c1=O	102	97	102	110	99	107	118	98
24	Cc1nc2c3c(ncn2n1)Oc1c(c(=O)[nH]c2ccc(Cl)cc12)C3c1ccc(Cl)cc1 (stereo unspecified)	76	84	91	95	71	92	96	84
25	Cn1cc(-c2nn3cc(-c4cccnc4)nc3s2)c2cc(F)ccc21	65	38	86	x	67	92	85	70
26	CC(C)(C)n1cc(-c2ccnc(NCCNS(=O)(=O)c3ccc(F)cc3)c2)c(-c2ccccc2)n1	56	75	92	110	86	94	98	107
27	COc1ccc(CN2C(=O)CSC2c2cc(OC)c(OC)c(OC)c2)cc1OC (stereo unspecified)	111	x	98	114	107	110	105	114
28	CCOC(=O)C(N)CSC(=O)NC (stereo unspecified)	133	117	110	95	131	185	166	140
29	Nc1c(C(=O)Nc2cccc(Cl)c2)sc2nc3c(cc12)C(O)CCC3 (stereo unspecified)	52	18	48	x	43	56	25	40
30	COc1ccc(Cn2c(Br)c3c(c2-c2ccccc2)CCc2sc(NC(C)=O)nc2-3)cc1	90	105	87	91	96	131	88	69
31	Oc1c(-c2nnc(SCc3ccccc3)o2)sc2nnc(-c3ccccc3)c(-c3ccccc3)c12	104	82	84	93	98	107	135	x
32	CN(C)CCC(C#N)(CCC1CCCCC1)c1ccccc1 (stereo unspecified)	56	70	74	119	62	56	76	63
33	C/C(=C(/C#N)C(=O)O)c1ccccc1	98	103	96	96	122	116	x	118
34	COc1cc(C(=O)C[n+]2ccccc2)ccc1OC(C)=O	103	96	101	102	102	94	95	105
35	Cc1cc(CC(=O)O)cc(C)c1C	105	95	102	112	117	103	98	x
36	O=C(Cn1cc(COn2nnc3ccccc32)nn1)Nc1ccccn1	98	98	100	104	105	118	97	104
37	COc1ccc(C(=O)CCC(=O)O)c2ccccc12	84	97	90	103	106	120	98	125
38	CCOC(=O)c1cc(=O)nc2n1N=C1C(C#N)=C(C)C=C(c3ccccc3)N1N2	81	x	97	94	86	95	92	85
39	CC(O)CC(c1ccccc1)c1ccccc1 (stereo unspecified)	106	101	98	99	105	101	111	96
40	Cc1ccc2c(c1)[nH]c1ccccc12	89	90	97	113	94	92	102	94
41	Cc1ccc(/C=N/O)cc1	101	109	104	115	122	113	122	136
42	Cc1ccc(Nc2[nH]c(=O)nc3c2cnn3C)c(C)c1	90	89	89	104	95	85	95	98
43	CNCC[C@@H](Oc1ccccc1)c1ccccc1	115	100	97	103	106	107	114	99
44	Cc1ccc2c(c1)C(N1CCCC1=O)CCN2Cc1cc2ccccc2[nH]c1=O (stereo unspecified)	65	83	90	96	87	78	94	64
45	COc1cc2c(cc1OC)/C(=C\c1sc(=S)n(CCC(=O)O)c1O)C(C(=O)O)=N2	92	96	93	119	82	94	94	86
46	CCCCN(CCCC)CC(N)=O	101	97	100	120	105	102	106	94
47	O=C1/C(=C/c2ccc(O)cc2)Oc2cc(O)ccc21	102	115	103	98	111	114	100	100
48	Cc1csc(-c2ccc3c(c2)COC3(CCCN(C)C)c2ccc(F)cc2)c1 (stereo unspecified)	-38*	17	x	26	44	77	48	-72*
49	CC(C)CNCC(=O)Nc1ccc(C(=O)OCC(C)C)cc1	94	95	100	112	97	104	104	104
50	C=CCn1c2c(c3ccccc31)CC1CN(c3ccc(OC)cc3)C(=O)C1C2C(=O)O (stereo unspecified)	97	96	95	102	111	98	108	94

A second format for 7 compounds above.
The line under a structure holds: T-47D | MCF7 | LOX IMVI | SK-MEL-2 | MDA-MB-231 | BT-549 | HS 578T | MALME-3M
41	Cc1ccc(/C=N/O)cc1
  101 | 109 | 104 | 115 | 122 | 113 | 122 | 136
42	Cc1ccc(Nc2[nH]c(=O)nc3c2cnn3C)c(C)c1
  90 | 89 | 89 | 104 | 95 | 85 | 95 | 98
43	CNCC[C@@H](Oc1ccccc1)c1ccccc1
  115 | 100 | 97 | 103 | 106 | 107 | 114 | 99
44	Cc1ccc2c(c1)C(N1CCCC1=O)CCN2Cc1cc2ccccc2[nH]c1=O (stereo unspecified)
  65 | 83 | 90 | 96 | 87 | 78 | 94 | 64
45	COc1cc2c(cc1OC)/C(=C\c1sc(=S)n(CCC(=O)O)c1O)C(C(=O)O)=N2
  92 | 96 | 93 | 119 | 82 | 94 | 94 | 86
46	CCCCN(CCCC)CC(N)=O
  101 | 97 | 100 | 120 | 105 | 102 | 106 | 94
47	O=C1/C(=C/c2ccc(O)cc2)Oc2cc(O)ccc21
  102 | 115 | 103 | 98 | 111 | 114 | 100 | 100

Next results.
No.	Molecule	T-47D	MCF7	LOX IMVI	SK-MEL-2	MDA-MB-231	BT-549	HS 578T	MALME-3M
51	O=C(Nc1ccc(F)c(Cl)c1)c1n[nH]c(=O)c2ccccc12	81	61	87	75	98	132	129	125
52	CC1(C)CCC(=NNC(N)=S)CC1	95	99	89	130	116	125	103	107
53	FC(F)(F)c1ccc(-c2cnc(-n3ccnc3)nc2NC2CCCCCC2)cc1	71	79	98	x	88	95	97	87
54	CCOc1c(B(O)O)cccc1-c1nc2ccc3[nH]ncc3c2c2c1CCCC2	75	59	37	113	34	25	35	101
55	COc1ccc(-c2nnc(CNc3ccc(Cl)cc3)o2)cc1O	73	80	81	86	74	99	92	90
56	COc1ccc(/C=N\NC(=O)c2cnn(CC(O)c3ccccc3)c2N)cc1 (stereo unspecified)	96	82	84	113	103	107	96	100
57	O=C(/C=C/c1ccccc1)c1cccc2ccccc12	33	12	58	5.2*	55	63	32	69
58	Cc1ccc(C2CC(c3ccc(Nc4nc(NCCO)nc(Nc5ccc(Cl)cc5)n4)cc3)=NN2c2cc(Cl)cc(Cl)c2)cc1 (stereo unspecified)	94	88	99	122	91	96	68	102
59	COc1ccc(/C=C2\CCC3=C2Nc2nc(SC)[nH]c(=O)c2C3c2ccc(OC)cc2)cc1 (stereo unspecified)	77	87	93	93	86	131	114	127
60	CC(=O)Nc1cccc(S(N)(=O)=O)c1C	109	101	107	x	115	115	155	113
61	OCCN(CCO)Cc1cc(OCc2ccccc2)ccc1O	78	95	98	105	110	99	100	101
62	CCNc1cc(Cl)nc(N)n1	80	92	95	98	93	89	105	100
63	Cc1nc2nc(SCCC(=O)O)[nH]c2c(=O)[nH]1	87	100	100	101	118	80	96	104
64	COc1ccccc1NC(=O)c1ccccc1	101	93	95	112	91	103	101	95
65	O=c1c2c3c(sc2nc(SCc2ccccc2)n1-c1ccccc1)CCCCC3	99	96	104	105	99	116	101	107
66	COc1ccc(Cn2c(NCCCN(C)C)nc(=O)n(Cc3ccc(F)cc3)c2=O)cc1	83	88	x	x	81	92	93	88
67	Cc1ccc(Cl)cc1Nc1nc(C(F)(F)F)ccc1C(=O)N/N=C/c1c(Cl)cccc1Cl	-11*	2.2*	-22*	0.6*	-12*	31	-10*	x
68	Cc1cc2cc(C)c3cccc(C)c3c2c2c(C)cccc12	89	98	102	106	97	101	108	101
69	O=C(Nc1ccc2c(ccn2Cc2ccc(F)cc2)c1)c1ccnnc1	81	103	79	102	71	x	98	99
70	CCOC(=O)c1nc2c3ccccc3ccn2c1C(=O)c1ccc([N+](=O)[O-])cc1	80	97	97	95	83	105	94	87
71	COc1cc2c(c(OC)c1OC)-c1ccc(OC)c(=O)cc1[C@@H](NC(=O)CCl)CC2	74	18	-18*	41	4.9*	-49*	63	92
72	O=C1C=CC(=O)N1Cc1ccccn1	122	98	97	106	109	102	106	x
73	O=C(CN1CCN(c2cc3c(cc2F)c(=O)c(C(=O)O)cn3C2CC2)CC1)N/N=C/c1ccco1	87	87	91	105	99	95	96	92
74	Cc1ccc(-c2nc(SCC(=O)Nc3nc(-c4ccc(Cl)cc4)cs3)[nH]c(=O)c2C#N)cc1	87	98	108	83	110	84	91	109
75	CCN(Cc1ccccc1)N=Nc1ccccc1	108	98	103	120	112	115	104	115
76	COc1ccc2c(c1)oc1c(C)c3c(c(C)c12)C(=O)N(CCCO)C3=O	100	116	97	96	105	106	110	130
77	O=C(Cc1ccc(CCC(=O)c2ncc[nH]2)cc1)Nc1ccccc1	91	86	90	101	96	81	96	87

Two entries drawn at random from those above, as already listed:
No.	Molecule	T-47D	MCF7	LOX IMVI	SK-MEL-2	MDA-MB-231	BT-549	HS 578T	MALME-3M
71	COc1cc2c(c(OC)c1OC)-c1ccc(OC)c(=O)cc1[C@@H](NC(=O)CCl)CC2	74	18	-18*	41	4.9*	-49*	63	92
77	O=C(Cc1ccc(CCC(=O)c2ncc[nH]2)cc1)Nc1ccccc1	91	86	90	101	96	81	96	87

Screening data deposited in PubChem by NCI.
